High-throughput results: PubChem BioAssay, several laboratories
BoNT-F LC inh: BoNT F light chain protease inhibition | Multiplex microsphere protease cleavage assay, flow cytometry | inhibition, % at 10 µM | actives 0.22% (n = 360,000); in the data active = inhibition above about 35%, passing the limit was not always enough; inconclusive = no clear call, values can overlap the other calls; note: plate controls were buffer without enzyme for full effect and enzyme alone for no effect
Rv3671c inh: inhibits the M. tuberculosis serine protease Rv3671c; actives 0.048% (n = 320,000); P9WHR9; inhibition, % at 5.96 µM; in the data active = inhibition above about 38%;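 note: extracellular domain of Rv3671c used as enzyme; 0% = enzyme with DMSO and 100% = no enzyme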
Target sequence (P9WHR9 whole entry, looked up, the tested form may be a part): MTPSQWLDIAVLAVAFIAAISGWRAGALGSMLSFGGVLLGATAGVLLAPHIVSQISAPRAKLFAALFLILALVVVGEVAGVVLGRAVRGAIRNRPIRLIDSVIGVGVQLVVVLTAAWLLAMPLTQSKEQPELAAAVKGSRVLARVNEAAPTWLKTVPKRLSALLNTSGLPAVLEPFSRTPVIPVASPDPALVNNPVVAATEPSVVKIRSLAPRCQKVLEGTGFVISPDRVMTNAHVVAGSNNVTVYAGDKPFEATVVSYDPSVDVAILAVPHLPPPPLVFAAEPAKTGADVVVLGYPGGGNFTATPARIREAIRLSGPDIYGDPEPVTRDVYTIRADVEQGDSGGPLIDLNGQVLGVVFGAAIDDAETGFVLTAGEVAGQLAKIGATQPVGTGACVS
BioA inh: blocks M. tuberculosis BioA enzyme activity; purified M. tuberculosis BioA enzyme, plate reader; AID 602481; inhibition, % at 9.99 µM; actives 0.096% (n = 360,000); in the data active = inhibition above about 40%; inconclusive = no clear call, values can overlap the other calls
MazF activator: activators of E. coli MazEF toxin-antitoxin RNase; P0AE70; actives 0.32% (n = 350,000); activation, % at 20 µM; FAM/BHQ RNA-DNA oligo cleavage fluorescence, 5 h; in the data active = activation above about 50%
Target sequence (P0AE70 whole entry, looked up): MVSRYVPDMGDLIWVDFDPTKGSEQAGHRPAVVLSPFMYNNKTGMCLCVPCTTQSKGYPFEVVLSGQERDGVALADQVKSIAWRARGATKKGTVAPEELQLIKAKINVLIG
UGM FP inh: inhibitors of M. tuberculosis UDP-galactopyranose mutase. inhibition, % at 10 µM. actives 0.06% (n = 320,000). AID 504406. purified UGM, fluorescence polarization probe displacement; in the data active = inhibition above about 10%, passing the limit was not always enough; inconclusive = no clear call, values can overlap the other calls
Target sequence (P9WIQ1 whole entry, looked up): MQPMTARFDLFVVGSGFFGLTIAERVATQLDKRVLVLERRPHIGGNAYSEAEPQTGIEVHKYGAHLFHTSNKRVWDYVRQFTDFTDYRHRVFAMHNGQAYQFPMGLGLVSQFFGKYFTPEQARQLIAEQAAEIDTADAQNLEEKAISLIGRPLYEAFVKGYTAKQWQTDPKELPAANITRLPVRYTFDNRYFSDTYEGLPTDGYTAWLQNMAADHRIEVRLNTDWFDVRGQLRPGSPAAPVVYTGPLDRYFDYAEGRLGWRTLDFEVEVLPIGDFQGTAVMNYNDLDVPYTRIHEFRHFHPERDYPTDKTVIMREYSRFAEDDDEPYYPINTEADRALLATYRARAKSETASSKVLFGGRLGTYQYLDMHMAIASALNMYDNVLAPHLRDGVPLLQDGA
GDH-TPI counter: counter-screen for M. tuberculosis FBA inhibitors: GDH-TPI coupled enzymes. actives 1.2% (n = 360,000). GDH-TPI coupled enzyme counterscreen, NADH absorbance. inhibition, % at 4.8 µM; in the data active = inhibition above about 30%;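 note: 0% = DMSO wells and 100% = wells lacking the enzyme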
PrPC surface inh: inhibitors of human cell surface prion protein PrPC; P04156; TR-FRET read-out; inhibition, % at 13.8 µM; actives 0.43% (n = 370,000); in the data active = inhibition above about 24%; note: 0% = median of the test wells and 100% = reference compound wells
FadD28 FP inh: blocks FadD28 binding to the bisubstrate probe; fluorescence polarization; inhibition, % at 12.5 µM; actives 0.22% (n = 360,000); AID 588549; in the data active = inhibition above about 8.5%, passing the limit was not always enough; inconclusive = no clear call, values can overlap the other calls
Mtb FBA inh: Mtb fructose-bisphosphate aldolase inhibition. P9WQA3. purified M. tuberculosis FBA, fluorescence read-out. inhibition, % at 1 µM. actives 2.3% (n = 360,000); in the data active = inhibition above about 27%;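 note: 0% = vehicle and 100% = reference inhibitor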
Starred values were filed as active, the others as inactive; ? = inconclusive; . = not tested or not shown; + = active, no number; & = joins results of further samples.

A first look (4 entries):
SMILES | Rv3671c inh | Mtb FBA inh | UGM FP inh | GDH-TPI counter | BioA inh | FadD28 FP inh | BoNT-F LC inh | PrPC surface inh | MazF activator
CC1(C(=O)Nc2ccc3c(c2)OCCO3)CCN1Cc1ccccc1OC(F)F (stereo unspecified) | . | -4 | . | 3 | -0.7 | -2.6 | 4 | 7 | .
COc1cc2oc(=O)cc(CN3CCN(c4ccccc4F)CC3)c2cc1Cl | . | 3 | . | . | -1.2 | -2.1 | 1 | 4 | .
Cc1ccc(CNC(=O)c2ccc(N3CCC4(CC3)CC(c3cccc(Br)c3)=NO4)c(NC(=O)c3ccccc3)c2)cc1 | -30 | 3 | 3.1 | 0 | 0.6 | -1.9 | -4 | -9 | -15
Cc1oc(S(=O)(=O)N2CCOCC2)cc1C(=O)Nc1ccc(F)cc1 | 4 | -4 | -0.7 | -7 | . | -4.0 | ? | 9 | 2

The whole of this part, from the first entry:
SMILES | Rv3671c inh | Mtb FBA inh | UGM FP inh | GDH-TPI counter | BioA inh | FadD28 FP inh | BoNT-F LC inh | PrPC surface inh | MazF activator
CC1(C(=O)Nc2ccc3c(c2)OCCO3)CCN1Cc1ccccc1OC(F)F (stereo unspecified) | . | -4 | . | 3 | -0.7 | -2.6 | 4 | 7 | .
COc1cc2oc(=O)cc(CN3CCN(c4ccccc4F)CC3)c2cc1Cl | . | 3 | . | . | -1.2 | -2.1 | 1 | 4 | .
Cc1ccc(CNC(=O)c2ccc(N3CCC4(CC3)CC(c3cccc(Br)c3)=NO4)c(NC(=O)c3ccccc3)c2)cc1 | -30 | 3 | 3.1 | 0 | 0.6 | -1.9 | -4 | -9 | -15
Cc1oc(S(=O)(=O)N2CCOCC2)cc1C(=O)Nc1ccc(F)cc1 | 4 | -4 | -0.7 | -7 | . | -4.0 | ? | 9 | 2
CCOc1ccc(CCNC(=O)Cn2nc(C)n3cccc3c2=O)cc1OCC | -1 | -1 | 1.4 | -1 | -2.8 | -3.6 | 10 | . | 10
Cc1cc(C)n(C(=O)C2CCCN2S(=O)(=O)c2ccc(Cl)cc2)n1 (stereo unspecified) | -2 | 0 | -3.4 | 7 | . | 1.4 | 0 | 0 | 5
Cc1ccccc1-c1c(C)oc2cc(O)ccc2c1=O | -7 | + | -1.0 | 25 | -0.8 | 1.7 | -2 | -3 | 4
CCOC(=O)N1CCN(C(=O)CCCn2c(=S)[nH]c3ccccc3c2=O)CC1 | 4 | -1 | 0.8 | 2 | 1.1 | -4.3 | 7 | 0 | -6
CC(C)CC(=O)C(=O)O | -7&2 | 0&-1 | 2.7&2.2 | -4&2 | -1.8&-0.8 | -4.2&0.8 | -4&-9 | 4&-6 | 5&7
O=C(CN1C(=O)C2CCCCC2C1=O)Nc1cc(C(F)(F)F)ccc1N1CCCC1 (stereo unspecified) | 2 | 3 | -3.5 | 4 | 1.8 | 0.2 | 2 | 0 | -4
NCCCCCc1nnc(SCc2ccc(Cl)cc2Cl)o1 | -4 | -2 | -0.7 | 9 | 8.5 | -3.2 | ? | -2 | -2
CCOC(=O)c1cc(CC)sc1/N=C/c1c(O)ccc2ccccc12 | 5 | 1 | -1.5 | 6 | 0.3 | -1.6 | -2 | -1 | -96
Cn1nnc(NC(=S)NC(=O)c2ccco2)n1 | 1 | 3 | -0.8 | 8 | -1.9 | -0.8 | -3 | -3 | 0
Cc1nc2ccc3nc(NC(=O)C4COc5ccccc5O4)sc3c2s1 (stereo unspecified) | -34 | -2 | 1.7 | 10 | -1.4 | -1.2 | -11 | 2 | 10
O=C(CSc1nnc(C2CC2)n1CC1CCCO1)Nc1ccccc1Cl (stereo unspecified) | 9 | 4 | 1.4 | 4 | -1.9 | . | -6 | -4 | 2
C=CCOc1c2ccc(C(=O)N(CC)c3ccc(OC)cc3)cc2nn1C | -1 | 18 | -0.9 | 3 | 0.9 | -5.3 | 7 | 4 | 1
COc1cccc(C(=O)N(Cc2cccs2)C2CCS(=O)(=O)C2)c1 (stereo unspecified) | 3 | 2 | 2.8 | -6 | -0.3 | -0.4 | ? | -8 | -8
O=C1NC(=O)C(c2ccc(Cl)cc2Cl)N1 (stereo unspecified) | . | 8 | . | -1 | 0.0 | 0.2 | -2 | 11 | 7
Cc1c(C(=O)/C=C/N(C)C)nnn1-c1ccc(Cl)c(Cl)c1 | -5 | -2 | -1.4 | 42* | . | 4.3 | ? | -8 | 4
COc1cccc(CC(NC(C)=O)C(=O)NC2CCN(S(=O)(=O)c3ccc(NC(C)=O)cc3)CC2)c1OC (stereo unspecified) | -3 | 3 | 1.7 | -7 | 2.5 | . | -3 | 6 | 13
CC(=O)Nc1cccc(NS(=O)(=O)c2ccc3c(c2)CCC(=O)N3)c1 | . | -2 | . | 6 | -0.3 | -1.6 | -4 | 2 | 5
COc1ccc(/C=C\c2nc(O)c([N+](=O)[O-])c(=O)[nH]2)cc1O | -5 | -9 | 0.9 | 26 | -2.7 | -3.2 | 5 | -21 | -8
CCCCN1CC(C(=O)NCc2ccc(C)cc2)CC1=O (stereo unspecified) | -3 | -1 | 0.1 | -3 | -0.8 | -1.9 | -1 | 8 | -34
COc1ccc(NC(=O)COC(=O)c2ccccc2SCC(=O)N2CCCC2)cc1 | 0 | 0 | 1.6 | -3 | . | -1.0 | -9 | 8 | 7
Cc1ccc(S(=O)(=O)N2CCOCC2)cc1NC(=O)CNC1CCCC1 | 5 | 1 | -0.7 | 5 | . | -3.6 | -6 | 6 | 6
CCOC(=O)c1sc(NC(=O)CCN2CCN(C)CC2)c(C(=O)OCC)c1C | -7 | 2 | 2.5 | 1 | 0.1 | 0.3 | -2 | 10 | 9
CN(C)S(=O)(=O)c1ccc(Cl)c(C(=O)NCc2ccco2)c1 | 3 | -2 | 3.2 | -5 | . | -1.6 | 1 | . | -6
CNC(=S)N(Cc1cc2cc(OC)c(OC)cc2[nH]c1=O)C1CCCC1 | 1 | 10 | -0.9 | 9 | . | 0.3 | -2 | -2 | -2
O=C1/C(=C\c2ccc(Cl)c(Cl)c2)N2CCC1CC2 | 11 | 0 | -1.0 | 20 | -0.7 | 0.1 | ? | -4 | -3
C#CCOCCOCCOCCNc1nc(N2CCN(C(=O)[C@H]([C@@H](C)CC)n3cc([C@@H](N)Cc4ccc(O)cc4)nn3)CC2)nc(N2CCN(C(=O)[C@H]([C@@H](C)CC)n3cc([C@@H](N)Cc4ccc(O)cc4)nn3)CC2)n1 | 7 | 1 | -3.1 | 4 | -0.5 | -1.6 | -26 | 4 | 51*
CCN(NC(=O)C(O)(c1ccc(F)cc1)c1ccc(F)cc1)C(=O)c1ccccc1 | 0 | -4 | -2.8 | 6 | . | -3.6 | -1 | 6 | 4
COC(=O)c1ccccc1NC(=O)c1ccc(-c2ccc(Br)cc2)o1 | 10 | 2 | 2.3 | 11 | -0.4 | -0.4 | -30 | 0 | -11
Fc1ccc(CNC2CN3CCC2CC3)cc1 (stereo unspecified) | -5 | 0 | -0.7 | 4 | 0.8 | -1.8 | -11 | -4 | 3
O=S(=O)(c1ccc(Br)cc1)N1CCC(c2nc3ccccc3[nH]2)CC1 | 5 | -1 | -0.9 | 7 | -0.7 | -0.3 | -42 | -3 | 6
Nc1nc(Br)c2c(F)cccc2c1-c1ccc(F)cc1 | -5 | 10 | 2.0 | 10 | 1.5 | -0.3 | 2 | -14 | 7
COc1ccccc1OCc1ccc(C(=O)N2CCN3CCCC3C2)cc1 (stereo unspecified) | -3 | 1 | -0.9 | -3 | -2.8 | -1.9 | 1 | 0 | 7
CCCCNS(=O)(=O)c1ccc(NC(=O)Cc2ccc(OC)cc2)cc1 | 0 | -1 | -2.4 | -3 | . | -1.6 | -4 | 1 | -8
COC(=O)c1sc(S(=O)(=O)N2CCN(c3ccccc3F)CC2)c(C(=O)OC)c1C | -3 | 0 | -1.5 | 0 | . | -3.6 | -7 | -5 | 2
CN1C/C(=C/c2ccsc2)C(=O)/C(=C/c2ccsc2)C1 | -6 | 0 | 0.3 | 15 | -1.9 | 1.4 | -2 | 6 | 8
COc1ccccc1NC(=O)Nc1nc(C(C)(C)C)cs1 | -9 | -8 | -0.1 | -7 | . | -8.9 | -2 | 4 | -14
C[C@@H]1COC(=O)[C@@H](Cc2ccc(F)cc2)C/C=C\C[C@@H](CC(=O)N[C@H](CO)Cc2ccccc2)C(=O)N1 | 0 | 3 | 1.8 | 0 | -2.7 | -1.1 | 2 | -4 | -3
CCc1ccnc(NC(=O)Nc2ccc(OCc3ccccc3)cc2)c1 | 1 | 2 | 6.3 | 5 | 0.1 | -0.2 | -4 | . | -2
CCS(=O)(=O)Nc1ccc2c(c1)N(C(C)=O)c1ccccc1CC2 | -7 | 3 | -1.0 | 4 | -0.5 | -0.9 | 10 | -1 | -8
Cc1cc2c(NC(=O)CC(C)(C)CC(=O)O)cccc2nn1 | -4 | 1 | 1.7 | 2 | -1.2 | 0.0 | -26 | -8 | -2
CCN(CC)C1CCN(C(=O)c2cc(COc3ccc(-n4cncn4)cc3)on2)C1 (stereo unspecified) | 4 | 7 | -1.8 | 15 | -1.8 | -1.7 | 0 | -11 | -8
CCOc1ccccc1NC(=O)NCc1ccccn1 | -6 | -1 | 1.0 | 1 | 0.8 | -0.3 | 6 | 4 | 4
CS(=O)(=O)c1ccc(NC(=O)CCCc2nc3ccccc3c(=O)[nH]2)cc1 | 8 | 2 | 2.1 | 1 | -1.6 | 0.7 | -5 | 0 | 1
O=C(CSc1nc2[nH]ncc2c(=O)[nH]1)N1CCCCC1 | 3 | 1 | -1.8 | 4 | . | 0.3 | -5 | 0 | 0
Nn1cc(-c2ccccc2)nc1SCC(=O)NCCc1ccccc1 | 1 | 0 | 0.0 | 1 | 3.1 | -0.8 | -1 | 1 | 4
O=C(CSc1ccc(Br)cc1)Nc1ccccc1Oc1ccccc1 | 6 | 4 | . | 4 | . | 0.8 | 1 | -3 | -5
COc1ccc(N2CCN(C(=O)Cn3c(=O)[nH]c4ccsc4c3=O)CC2)cc1 | -1 | 2 | -0.8 | 2 | 3.0 | -0.1 | 1 | -1 | 1
CCOC(=O)C1CCN(C(=O)CCn2c(=O)c3cccn3c3cccnc32)CC1 | 1 | 1 | 1.5 | 7 | 3.5 | -3.3 | 2 | -10 | 10
O=C(Nc1ccc(S(=O)(=O)Nc2ccccn2)cc1)c1cccc(Cl)c1 | -11 | -7 | -1.4 | -6 | 1.5 | -5.7 | 36* | 6 | 1
Cc1n[nH]c(C)c1S(=O)(=O)N1CCCC(C(=O)NCC2COc3ccccc3O2)C1 (stereo unspecified) | -1 | -1 | -0.9 | 0 | -1.1 | -4.5 | ? | -5 | -1
CC(OC(=O)Cc1ccsc1)C(=O)Nc1ccc(Cl)cn1 (stereo unspecified) | 5 | 0 | -2.1 | 1 | 1.2 | -0.5 | -1 | 3 | 4
CCOC(=O)C1=C(CS(=O)(=O)c2ccc(C)c(C)c2)NC(=O)NC1c1ccc(O)cc1 (stereo unspecified) | 1 | 3 | 1.2 | 0 | . | -5.5 | -2 | 5 | 13
CCOC(=O)c1c(C)nc(C)c(C(=O)OCC)c1-c1cccc(N)c1 | -11 | 2 | -2.6 | -3 | 0.0 | -2.4 | -5 | -1 | 4
Cc1ccc(C(=O)C2CCN(CC(=O)NC3CCCC3)CC2)cc1 | 4 | 3 | 1.5 | 6 | . | -1.8 | -4 | 3 | 1
COc1ccc(-c2nnc(SCC(=O)c3cc(C)n(Cc4cccs4)c3C)o2)cc1 | -2 | 0 | 0.3 | 8 | -2.0 | 2.0 | -8 | -3 | -14
CC(C)CCNC(=O)C(CC(C)C)N(Cc1ccc2c(c1)OCO2)C(=O)c1snc(C(N)=O)c1N (stereo unspecified) | -9 | 0 | 2.7 | 4 | . | -4.9 | -5 | -5 | 8
CCC(CC)c1nnc(NC(=O)c2ccc3c(c2)OCO3)s1 | -10 | 2 | 2.1 | 7 | -1.8 | -3.5 | -8 | 2 | 15

Not a hit list; 4.8% or so of the library scored in one or more.
